mIDH1 inhibitor: qHTS for Inhibitors of mutant isocitrate dehydrogenase 1 (IDH1): qHTS; Isocitrate dehydrogenase [NADP] cytoplasmic (Homo sapiens), O75874; IDH1-R132H enzyme, NADPH consumption, diaphorase/resazurin fluorescence; Potency, µM (top dose mostly 76.6 µM), for the others: top-dose activity change, negative = inhibition, actives largely listed as inhibitors; 390,000 tested, 0.093% active; also: potency is read from the fitted curve at half-maximal effect; % is scaled to controls: 0 for no effect and ±100 for the full control effect; nearly all actives have a fitted effect of over 65% in size
Target sequence (O75874 whole entry R132H, stated change not applied): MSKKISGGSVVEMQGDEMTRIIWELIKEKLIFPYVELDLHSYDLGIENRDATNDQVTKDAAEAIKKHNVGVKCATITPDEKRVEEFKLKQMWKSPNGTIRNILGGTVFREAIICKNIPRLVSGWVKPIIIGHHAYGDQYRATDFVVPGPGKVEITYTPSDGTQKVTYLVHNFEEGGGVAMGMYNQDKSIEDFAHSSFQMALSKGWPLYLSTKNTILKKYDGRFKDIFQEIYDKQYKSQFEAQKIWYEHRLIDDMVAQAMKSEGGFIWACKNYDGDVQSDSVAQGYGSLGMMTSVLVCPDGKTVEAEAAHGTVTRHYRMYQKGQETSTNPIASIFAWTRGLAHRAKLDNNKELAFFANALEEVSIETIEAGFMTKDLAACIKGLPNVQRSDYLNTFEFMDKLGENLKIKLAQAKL
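IDH1-R132H (0.5 ug/mL) preincubated 30 min with compound, then NADPH (0.016 mM) and alpha-KG (2 mM) added; 80 min at RT, pH 7.5. Remaining NADPH coupled via diaphorase/resazurin to fluorescence (540/590 nm); concentration-response curves normalized to no-enzyme control.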
USP1 inh: Inhibitors of USP1/UAF1: Primary Screen | Ubiquitin carboxyl-terminal hydrolase 1 (Homo sapiens), O94782 | recombinant USP1/UAF1, Ub-Rhodamine cleavage fluorescence | Potency, µM (doses to about 57.1 µM), for inactives: top-dose activity change, negative = inhibition, usual class: inhibitors | 390,000 tested, 0.23% active; also: potency is read from the fitted curve at half-maximal effect; % is scaled to controls: 0 for no effect and ±100 for the full control effect; nearly all actives have a fitted effect of over 60% in size; inactives centre near -12
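High-throughput fluorogenic screen: 1nM USP1/UAF1 complex, Ub-Rho substrate 150nM final, 50mM HEPES pH 7.8 with 0.5mM EDTA, 0.1 mg/ml BSA, 1mM TCEP and 0.01% Tween-20.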
RGS4 inhibitor: Inhibitors of Regulator of G Protein Signaling (RGS) 4: qHTS; Transcreener GDP fluorescence polarization, RGS4-accelerated GTP hydrolysis; Potency, µM (doses to about 114 µM), for inactives: at the top dose activity change, negative = inhibition, usual class: inhibitors; AID 504845, 2011; Regulator of G-protein signaling 4 (Homo sapiens), P49798; 390,000 tested, 0.039% active; also: potency is read from the fitted curve at half-maximal effect; % is scaled to controls: 0 for no effect and ±100 for the full control effect; nearly all actives have a fitted effect of over 75% in size; some results filed as inactive show a strong effect at the top dose
Target sequence (P49798 whole entry, looked up): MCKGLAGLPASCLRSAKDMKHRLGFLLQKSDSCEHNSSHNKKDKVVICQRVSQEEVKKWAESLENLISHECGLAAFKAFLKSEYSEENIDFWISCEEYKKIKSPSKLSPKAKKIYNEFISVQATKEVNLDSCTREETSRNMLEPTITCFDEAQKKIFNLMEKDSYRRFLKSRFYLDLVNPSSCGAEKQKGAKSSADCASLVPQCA
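MLSMR compounds (23 nl, pin-transferred) preincubated 10 min at room temperature with a 500nM (2x) first reagent, then RGS4 at 900nM (2x) plus Transcreener GDP mix added; fluorescence polarization (620/688 nm) read before and after 90 min at 30 °C.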
LDHA inh: qHTS assay for inhibitors of human lactate dehydrogenase; 480,000 tested, 0.15% active; purified LDHA, NADH/diaphorase-resazurin fluorescence; hits give low values; activity change, % (values are at about 110 or 230 µM); in the data active = activity change below about -30%; inconclusive = mostly about -25% to -30%;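 also: plate controls were DMSO wells for no effect and wells without enzyme for full effect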
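LDH5 2 nM; NADH 0.06 mM, pyruvate 0.2 mM; 200 mM Tris pH 7.4, EDTA, Tween-20; 5 min RT. Detection: diaphorase 0.133 mg/mL + resazurin 37 µM, fluorescence ex540/em590 at 0 and 20 min; normalized to enzyme-free and DMSO wells.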
GRP78 ERSR act: qHTS for Inducers of the Endoplasmic Reticulum Stress Response (ERSR) in Human Glioma: qHTS | U87-MG GRP78 promoter luciferase reporter, 16 h | 420,000 tested, 0.02% active | Potency, µM, for the others: top-dose activation, actives largely listed as activators; also: potency is read from the fitted curve at half-maximal effect; series mostly up to about 76 µM; % of control where 0% means no effect; nearly all actives have a fitted effect of over 35% in size
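Stably transfected U87-MG glioma cells carrying a GRP78-based luciferase sensor; 16 h compound incubation. Luminescence end-point read 10 min after Bright-Glo addition at room temperature.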
rTrxR1 inhibitor: qHTS Assay for Inhibitors of Mammalian Selenoprotein Thioredoxin Reductase 1 (TrxR1): qHTS. 390,000 tested, 1% active. Potency, µM (series often up to 114 µM), inactives show at the top dose activity change, negative = inhibition, hits mostly inhibitors. AID 588453, 2011. Thioredoxin reductase 1, cytoplasmic (Rattus norvegicus), O89049. recombinant rTrxR1, NADPH fluorescence consumption, selenite substrate; also: potency is read from the fitted curve at half-maximal effect; % is scaled to controls: 0 for no effect and ±100 for the full control effect; nearly all actives have a fitted effect of over 65% in size
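Rat TrxR1 (90 nM in the dispensed reagent) was pre-reduced with 400 uM NADPH for 5 min at room temperature, then incubated with compound for 15 min. After 400 uM selenite was added, NADPH fluorescence (Ex 340/Em 450 nm) was followed for 8 min.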
Vif-APOBEC3G blk: qHTS for Inhibitors of Vif-A3G Interactions: qHTS; DNA dC->dU-editing enzyme APOBEC-3G (Homo sapiens), Q9HC16; HeLa A3G-eYFP + Vif (tagged APOBEC3G with the HIV-1 protein that degrades it), YFP fluorescence, overnight; Potency, µM (series often up to 46.1 µM), without a hit: top-dose activity, negative = active, hits mostly inhibitors; 410,000 tested, 0.076% active; AID 602310, 2012;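 also: potency is read from the fitted curve at half-maximal effect; % is scaled to controls: 0 for no effect and ±100 for the full control effect; nearly all actives have a fitted effect of over 60% in size; hits raise eYFP signal because A3G escapes Vif-driven loss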
Target sequence (Q9HC16 whole entry, looked up): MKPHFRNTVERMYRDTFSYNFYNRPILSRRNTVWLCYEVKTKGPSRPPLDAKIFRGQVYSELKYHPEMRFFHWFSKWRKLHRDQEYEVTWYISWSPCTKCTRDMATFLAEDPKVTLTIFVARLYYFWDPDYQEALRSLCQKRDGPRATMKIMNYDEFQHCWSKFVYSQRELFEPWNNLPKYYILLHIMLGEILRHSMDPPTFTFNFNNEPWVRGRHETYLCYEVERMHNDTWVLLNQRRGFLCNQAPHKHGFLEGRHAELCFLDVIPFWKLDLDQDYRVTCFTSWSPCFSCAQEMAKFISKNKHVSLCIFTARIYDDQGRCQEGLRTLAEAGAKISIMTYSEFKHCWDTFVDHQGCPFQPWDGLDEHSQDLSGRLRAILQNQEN
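Read-out is eYFP fluorescence (Ex 488/Em 500-530) from Vif-expressing HeLa A3G-eYFP cells; more signal means A3G escaped Vif-mediated degradation. Cells plated overnight, compound pinned in, incubated overnight at 37 deg C.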
Vif-A3F inh: qHTS for Inhibitors of Vif-A3F Interactions: qHTS. HeLa A3F-eYFP + Vif (tagged APOBEC3F with the HIV-1 protein that degrades it), YFP fluorescence increase. Potency, µM (doses to about 46.1 µM), inactives show at the top dose activity, negative = active. 390,000 tested, 0.2% active; also: potency is read from the fitted curve at half-maximal effect; % of control where 0% means no effect; nearly all actives have a fitted effect of over 65% in size
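Fluorescence increase (Ex 488/Em 500-530) after overnight compound treatment at 37 deg C flags inhibition of Vif-driven A3F-eYFP loss in stable HeLa A3F-eYFP/Vif cells seeded overnight beforehand.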
TrxR1 substrate: qHTS Assay for Substrates of Mammalian Selenoprotein Thioredoxin Reductase 1 (TrxR1): qHTS | Thioredoxin reductase 1, cytoplasmic (Rattus norvegicus), O89049 | 390,000 tested, 0.01% active | Potency, µM (doses to about 114 µM), inactives show at the top dose activity change, negative = substrate turnover | purified TrxR1 substrate turnover, NADPH consumption readout; also: potency is read from the fitted curve at half-maximal effect; % is scaled to controls: 0 for no effect and ±100 for the full control effect; nearly all actives have a fitted effect of over 50% in size
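Rat TrxR1, dispensed at 90 nM, was prereduced with 400 uM NADPH (final) for 5 min at ~22 deg C, then incubated with compound 15 min before 400 uM selenite. A first-read NADPH fluorescence drop versus no-compound background flagged substrates.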
* marks the source's active call; other numbers are inactive results; ? = inconclusive; / = not tested or not shown; [ ] = another dose, or the depositor's remark. Unless noted, calls follow the shape of the dose curve; as a rule, active = well fitted curve in the direction sought with a large enough effect; inconclusive = small, poorly fitted or top-dose-only effect, or another doubt; inactive = no such curve, though single readings can be large; an effect the other way counts as inactive or inconclusive. The list is partial; rates above refer to the full screens.

SMILES	mIDH1 inhibitor	USP1 inh	RGS4 inhibitor	LDHA inh	GRP78 ERSR act	rTrxR1 inhibitor	Vif-APOBEC3G blk	Vif-A3F inh	TrxR1 substrate
Cc1ccc2nc(/N=C(\N)NC(=O)NC3CCCCC3)nc(C)c2c1	5%	-12%	-12%	-3	-2%	-17%	-18%	-9%	5%
Cc1ccc(SCC(=O)Nc2ccc(O)c(-c3nc4cc(C)ccc4o3)c2)cc1	-1%	-6%	-3%	-14	-3%	17%	-6%	-10%	4%
COc1ccccc1C(=O)NC(=S)NNC(=O)c1sc2ccccc2c1Cl	-1%	-1%	18%	-6	-1%	-17%	-8%	0%	-12%
CCCNC(=O)CCc1nnc2ccc(N3CCC(C)CC3)nn12	5%	-8%	-7%	-1	-5%	9%[57.1 µM]	0%	2%	-7%
COc1ccc(Cn2c(=O)c3cccnc3n(Cc3cccc(OC)c3)c2=O)cc1	-13%	-6%	15%	-10	-1%	78%[activator]	4%	0%	16%
O=C(NCc1ccco1)c1cc(-c2ccc3c(c2)OCO3)on1	4%	-14%	1%	-1	13%	4%[57.1 µM]	-1%	-23%	10%[57.1 µM]
N#C/C(=C/c1ccc(N2CCCCC2)cc1)c1cccc(F)c1	7%	-23%	-5%	-2	7%	-17%	-5%	7%	-6%
CNc1nc(SCc2ccccc2Cl)nc2c1CCCC2	4%	-3%	19%	-1	-6%	11%	-9%	/	0%
Cc1cc(NS(=O)(=O)c2c(C)c(C)cc(C)c2C)no1	0%	-8%	1%	0	-7%	28%	-4%	-6%	3%
COc1ccc(Nc2oc(-c3ccc(OC)cc3)nc2C#N)cc1	-1%	-11%	-24%	-16	9%	9%[11.4 µM]	1%	-21%	5%[11.4 µM]
Cc1n[nH]c(=O)nc1N1CCN(c2ccccc2)CC1	3%	0%	-17%	2	-2%	-2%[57.1 µM]	0%	2%	5%[57.1 µM]
O=C(Nc1nccs1)C1CC(=O)N(c2ccc(F)cc2)C1 (stereo not drawn)	2%	-13%	-13%	4	-2%	21%[57.1 µM]	0%	8%	12%[57.1 µM]
CC(C)(C)n1nc2c(c1NC(=O)c1ccc(S(=O)(=O)N3CCCC3)cc1)CSC2	-6%	?	-6%	0	0%	14%	-1%	0%	3%
Cc1ccc(Cl)cc1NC(=O)c1oc2ccc(S(=O)(=O)N(C)C3CCCCC3)cc2c1C	-2%	?	2%	-7	-3%	23%[57.1 µM]	0%	-2%	5%[57.1 µM]
CCNCC(=O)Nc1ccc(N2CCOCC2)cc1	2%	3%	6%	5	-4%	3%	3%	-13%	-3%
CCOC(=O)c1ccc2c(c1)N(Cc1ccc(F)cc1Cl)C(=O)c1ccccc1S2	4%	-9%	2%	-1	0%	23%[57.1 µM]	-1%	-7%	5%[57.1 µM]
COc1ccc(CNC(=O)CCNC(=O)N2CCn3c2nc2ccccc23)cc1	5%	-24%	-5%[11.4 µM]	0	-3%	25%	-4%	-5%	9%
O=C(NN=C1CCCCCCCCCCC1)c1cccnc1	2%	-19%	-4%	0	-2%	36%[activator]	5%	2%	6%
CC1=C(C(=O)Nc2ccccc2C)C2(CCCCC2)C(C(N)=O)C(=S)N1 (stereo not drawn)	0%	-3%	24%	-9	-5%	2%	-13%	0%	-7%
Cc1cc(C)cc(N(CCC(=O)O)S(=O)(=O)c2ccc(Cl)cc2)c1	3%	-15%	13%	2	-1%	-5%	-5%	0%	-2%
Cc1ccc(S(=O)(=O)Oc2ccc(/C=N/NC(=O)c3cccnc3)cc2)cc1	-4%	?	-11%	-6	0%	2%[57.1 µM]	5%	2%	8%[57.1 µM]
Cc1ccc(-c2nnc(SCC(=O)NC3CCCC3)n2N)cc1	3%	?	-8%	-2	-5%	6%[57.1 µM]	3%	3%	-6%[57.1 µM]
CC(SC(C)C(=O)NN=Cc1cccc(F)c1)C(=O)NN=Cc1cccc(F)c1 (stereo not drawn)	1%	-19%	5%	-6	-2%	8%[57.1 µM]	0%	-9%	7%[57.1 µM]
O=C(NCCN1CCOCC1)C(=O)NCC1OCCN1S(=O)(=O)c1ccc(Cl)cc1 (stereo not drawn)	1%	-8%	/	-3	-2%	/	-1%	1%	/
Cc1noc2ncnc(Oc3ccc(C(C)(C)C)cc3)c12	2%	-25%	-1%	-7	-5%	26%	0%	-3%	5%
O=c1[nH]c(/C=C\c2cccc(Cl)c2)nc(O)c1[N+](=O)[O-]	9%	-26%	-17%	-10	-3%	-35%	-1%	-10%	-17%
Cc1ccccc1Nc1nc(N)nc(COC(=O)CCC(=O)c2ccc(F)cc2)n1	-5%	-24%	-6%	-5	-1%	9%	-4%	-7%	-5%
CCCOc1ccc(CSC(CC(=O)O)C(=O)O)cc1 (stereo not drawn)	1%	-4%	3%	-4	-4%	10%	1%	4%	2%[0.457 µM]
C/C(=N/Nc1nc(-c2ccccc2F)nc2ccccc12)c1ccccc1O	4%	-27%	-12%	-2	2%	2%	-1%	-18%	-1%
C=C1C(=O)O[C@H]2C[C@]3(C)C([C@@H](OC(=O)/C(C)=C/C)[C@H]12)[C@](C)(O)CC[C@H]3O (stereo partly drawn)	4%	-19%	0%	2	-12%	?	?	1%	6%
CCCC1(C(=O)OCC)NC(c2ccc(N(C)C)cc2)C2C(=O)N(c3ccc4c(c3)OCCO4)C(=O)C21 (stereo not drawn)	8%	-14%	2%	4	-1%	3%[57.1 µM]	-3%	7%	-7%[57.1 µM]
CCN(C(=O)CN1CCN(c2ccccc2O)CC1)c1c(N)n(Cc2ccccc2)c(=O)[nH]c1=O	11%	-22%	-2%	11	-7%	9%[57.1 µM]	-1%	0%	-6%[57.1 µM]
O=C(c1ccc(Br)o1)N1N=C(c2ccc(Cl)cc2)CC1c1ccco1 (stereo not drawn)	2%	-20%	?	-1	-1%	?	-10%	6%	-1%
CN(CC(=O)NCCc1ccc(S(N)(=O)=O)cc1)CC(=O)Nc1ccccc1C(F)(F)F	2%	-5%	-36%	-3	-1%	7%[57.1 µM]	0%	10%	11%[57.1 µM]
Cn1nc(C(=O)N2CCCC2)c2ccccc2c1=O	16%	-5%	22%	-7	-2%	16%[57.1 µM]	1%	-7%	6%[57.1 µM]
COC(=O)/C=C/c1c(C)nc(NCc2ccccc2)nc1Cl	3%	?	16%	-9	2%	14%[57.1 µM]	-4%	10%	14%[57.1 µM]
Cc1ccc(C(=O)N[C@H](C(=O)OCC(=O)Nc2cccc(S(N)(=O)=O)c2)C(C)C)cc1	-7%	-10%	-7%	-8	-2%	3%	0%	-2%	-2%
Cc1cccc(NC(=O)/C=C/c2cccs2)n1	7%	2%	9%	-6	-6%	-32%	0%	1%	-21%
Cc1ccc(S(=O)(=O)N(C)C[C@H]2OCc3cnnn3CCCC(=O)N([C@@H](C)CO)C[C@H]2C)cc1	-4%	10%	/	-1	-3%	/	-7%	0%	/
C=CCSc1nc2ccccc2n1C(=O)/C=C/c1cc(OC)c(OC)c(OC)c1	2%	2%	?	0	?	-30%	?	-2%	-18%
O=C(NCCCN1CCOCC1)C(=O)NCC1OCCCN1S(=O)(=O)c1cc(F)ccc1F (stereo not drawn)	2%	-15%	-27%	4	1%	9%	1%	6%	5%
O=c1[nH]c(/C(=N\O)c2ccccc2)no1	-1%	-7%	9%	0	-6%	-10%[57.1 µM]	-4%	-1%	7%[57.1 µM]
O=C(NCc1ccc(F)cc1F)Nc1cnccc1C(F)(F)F	5%	-21%	-18%	-6	-2%	21%	0%	9%	4%
CC(OC(=O)Cc1n[nH]c(=O)c2ccccc12)C(=O)Nc1ccc(S(N)(=O)=O)cc1 (stereo not drawn)	1%	-15%	-6%	-6	-4%	-14%	-1%	6%	-11%
CC(=O)Nc1cccc(C(=O)Nc2cc(C(F)(F)F)ccc2-n2cncn2)c1	-5%	-8%	/	-9	-5%	/	-5%	0%	/
O=C(O)C1=C[C@@H](c2csc3ccccc23)C[C@@H](OCc2ccc(CO)cc2)O1	9%	-27%	1%	2	-3%	30%[activator][57.1 µM]	-13%	8%	6%[57.1 µM]

Two of the compounds above, with values under each structure.
Results follow in this order: mIDH1 inhibitor	USP1 inh	RGS4 inhibitor	LDHA inh	GRP78 ERSR act	rTrxR1 inhibitor	Vif-APOBEC3G blk	Vif-A3F inh	TrxR1 substrate
CCOC(=O)c1ccc2c(c1)N(Cc1ccc(F)cc1Cl)C(=O)c1ccccc1S2
 : 4%	-9%	2%	-1	0%	23%[57.1 µM]	-1%	-7%	5%[57.1 µM]
COc1ccc(CNC(=O)CCNC(=O)N2CCn3c2nc2ccccc23)cc1
 : 5%	-24%	-5%[11.4 µM]	0	-3%	25%	-4%	-5%	9%
